Source: PubChem BioAssay
PglD inh = inhibitors of Campylobacter jejuni PglD acetyltransferase | purified PglD enzyme, DTNB colorimetric CoA detection | inhibition, % at 12.5 µM | AID 602405 | 360,000 compounds, 0.098% hits; in the data active = inhibition above about 16%, passing the limit was not always enough; note: strong numbers were not always called active
RAD52 anneal inh = blocks human RAD52 DNA annealing; P43351; recombinant RAD52 DNA annealing, FRET fluorescence; inhibition, % at 18.7 µM; 360,000 compounds, 0.46% hits; AID 651710;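 active = every replicate showing at least 50% inhibition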
Target sequence (P43351 whole entry, looked up): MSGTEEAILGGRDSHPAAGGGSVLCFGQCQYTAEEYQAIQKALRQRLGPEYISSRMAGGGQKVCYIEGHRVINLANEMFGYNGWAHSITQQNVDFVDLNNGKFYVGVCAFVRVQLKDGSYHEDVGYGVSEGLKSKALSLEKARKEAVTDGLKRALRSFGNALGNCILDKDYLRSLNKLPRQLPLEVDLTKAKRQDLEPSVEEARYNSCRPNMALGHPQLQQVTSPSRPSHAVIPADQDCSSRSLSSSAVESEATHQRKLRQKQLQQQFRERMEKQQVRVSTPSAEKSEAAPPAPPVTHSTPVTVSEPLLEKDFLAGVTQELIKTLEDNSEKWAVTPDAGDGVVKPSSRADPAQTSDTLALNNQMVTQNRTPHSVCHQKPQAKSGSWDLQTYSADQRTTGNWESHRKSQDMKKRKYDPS
E-selectin induc = induces E-selectin expression in human endothelial cells | P16581 | HUVEC E-selectin immunofluorescence imaging; normalized: neutral wells 0, TNF-alpha wells 100 | activation, % at 7.58 µM | 260,000 compounds, 0.37% hits;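 active = mean E-selectin-positive cell signal at least 10% of the positive control, reached in at least 60% of replicates, without over 20% cell loss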;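 note: in these data hits start at about 27%; measured in HUVEC primary endothelial cells; signal is the percent of cells scored E-selectin positive by PE staining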
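Test system – human umbilical vein endothelial cells (HUVEC), E-selectin induction · Input – 3,000 HUVEC seeded per well · Buffer or medium – EGM-2, gelatin · Compound dosing – single-point compound dose · Detection – immunofluorescence imaging · Measure – percent E-selectin-positive cells · Controls – TNF-alpha high, DMSO low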
esBAF inh = SWI/SNF esBAF complex inhibition | mouse ES cells, Bmi1-luciferase knock-in reporter, 24 h; 100% = twice the neutral-well signal | reporter increase, % at 12.5 µM | 350,000 compounds, 2% hits; in the data active = activation above about 40%;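 note: 0% = median of the plate's neutral control wells and 100% = double that signal; a rise in the Bmi1 reporter signal indicates esBAF inhibition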
CASP6 VEID inh = blocks human caspase-6 cleavage activity | P55212 | AID 686996 | inhibition, % at 12.5 µM | purified caspase-6, Z-VEID-R110 cleavage fluorescence | 350,000 compounds, 0.53% hits;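 active = mean inhibition across replicates at least about 35%, with every replicate also reaching that limit, limit read from the data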;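 note: 0% = median of neutral control wells and 100% = no fluorescence left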
ERp5 block = ERp5 (human) disulfide isomerase inhibition | inhibition, % at 9.99 µM | Q15084 | AID 651711 | ERp5 insulin aggregation, absorbance 650 nm, 90 min | 350,000 compounds, 0.05% hits;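 active = mean replicate inhibition above about 25%, with every replicate also reaching it, limit read from the data, passing the limit was not always enough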
Target sequence (Q15084 whole entry, looked up): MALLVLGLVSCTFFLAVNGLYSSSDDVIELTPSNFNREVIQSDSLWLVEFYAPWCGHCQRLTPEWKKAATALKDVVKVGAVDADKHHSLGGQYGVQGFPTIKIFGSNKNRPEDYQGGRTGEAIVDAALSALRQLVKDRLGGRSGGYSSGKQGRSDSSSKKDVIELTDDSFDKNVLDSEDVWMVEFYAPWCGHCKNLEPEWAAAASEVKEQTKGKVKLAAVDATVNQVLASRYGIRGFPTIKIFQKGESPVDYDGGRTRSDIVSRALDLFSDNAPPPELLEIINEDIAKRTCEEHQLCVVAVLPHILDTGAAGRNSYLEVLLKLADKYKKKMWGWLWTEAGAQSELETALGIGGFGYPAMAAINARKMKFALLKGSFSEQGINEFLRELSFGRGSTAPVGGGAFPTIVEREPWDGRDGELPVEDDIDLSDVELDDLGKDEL
RAD54 inh = RAD54 (human) branch migration inhibition; Q92698; RAD54 Holliday junction branch migration, FAM/BHQ fluorescence; inhibition, % at 10.4 µM; 360,000 compounds, 0.14% hits;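 active = mean normalized replicate activity at least 40 and at least half of replicates scoring 40 or more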;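 note: 0% = median of neutral control wells and 100% = median of positive control wells; inhibitors cause a drop in the FAM fluorescence signal; in these data hits start at about 50%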
ARNT TACC3 PPI = ARNT/TACC3 interaction disruption | 390,000 compounds, 0.66% hits | inhibition, % at 9.99 µM | AID 623870 | AlphaScreen His-ARNT PAS-B/GST-TACC3 binding, luminescence; TACC3 fragment carries E629A point mutation;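 active = mean inhibition of replicates at least 50% and at least half of replicates each reaching 50%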;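 note: 0% = complete ARNT plus TACC3 wells and 100% = ARNT alone without TACC3; many hits fall short of the cut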
* marks the source's active call; other numbers are inactive results; x = no result given; & = joins results of further samples.

#	SMILES	RAD52 anneal inh	RAD54 inh	ERp5 block	esBAF inh
1	CC1COc2ccccc2N1S(=O)(=O)c1cc(Cl)ccc1Cl (stereo not given)	-14	-2	4	12
2	COc1ccc(NC(=O)Nc2ccc3c(c2)C(=O)N([C@H](C)CO)C[C@@H](C)[C@@H](CN(C)Cc2ccc(-c4ccccc4)cc2)O3)cc1	34	-16	1	-6
3	O=C(C[C@H]1C=C[C@H](NC(=O)C2CCOCC2)[C@@H](CO)O1)NCc1ccncc1	1	0	0	-4
4	CCn1cc(S(=O)(=O)CC(=O)Nc2cc(C)ccc2C)c2ccccc21	-4	-1	-8	-1
5	Cc1onc(-c2ccccc2)c1C(=O)N1CCCN(C(=O)c2c(-c3ccccc3)noc2C)CC1	x	-1	x	0
6	Cc1cccc(-n2ccc(=O)c(C(=O)Nc3ccc(S(=O)(=O)Nc4nccs4)cc3)n2)c1	27	x	2	-3
7	Cc1nn(CC(C)C)c(Cl)c1C(=O)N(C)CC(=O)Nc1c(Cl)cccc1Cl	1	0	7	-6
8	NS(=O)(=O)c1ccc(CCNC(=O)CSc2nc3ccccc3c(=O)n2CCN2CCOCC2)cc1	3	-12	0	-3
9	COc1ccc(C(C(=O)NCC2CCCO2)N(C(=O)Cn2nnc3ccccc32)c2ccc(NC(C)=O)cc2)cc1 (stereo not given)	0	1	2	-8
10	CCOc1ccc(C(=O)Nc2cc(-c3nc4ccccc4[nH]3)ccc2C)cc1[N+](=O)[O-]	x	0	x	8
11	C[C@@H]1CN([C@H](C)CO)C(=O)c2cc(NS(=O)(=O)c3ccc(F)cc3)ccc2O[C@@H](C)CCCCO[C@@H]1CN(C)C(=O)C1CCCCC1	4	-6	2	1
12	CC(C)C(=O)NC(=S)NCC(=O)c1ccccc1	0	0	11	27
13	COc1ccc(C(=O)C[N+]2(C)CCOCC2)cc1	-12	x	-1	x
14	CC(=O)NC(Cc1ccccc1F)C(=O)NC1CCN(c2ncccc2[N+](=O)[O-])CC1 (stereo not given)	-8	x	-3	x
15	COCCN(CC(=O)Nc1cccc(C)c1C)C(=O)C1(c2ccc(Cl)cc2)CCC1	-5	10	3	0

#	PglD inh	E-selectin induc	CASP6 VEID inh	ARNT TACC3 PPI
1	1	0.0	-1	-7
2	0	-1.0	-1	4
3	0	0.4	4	34
4	-9	-0.6	0	0
5	-3	x	x	1
6	x	0.0	1	9
7	-4	17	-1	-6
8	-1	x	3	-5
9	-6	0.1	-2	-10
10	2	x	x	-4
11	-2	0.0	0	-5
12	2	x	3	1
13	x	x	5	-11
14	x	-0.9	-1	-5
15	11	-0.1	-1	0

(listing goes on)
#	SMILES	RAD52 anneal inh	RAD54 inh	ERp5 block	esBAF inh
16	CC(C)(C)n1nc2c(c1NC(=O)COc1ccccc1F)CS(=O)(=O)C2	-2	x	3	x
17	O=C(COC(=O)/C=C/c1ccc(C(F)(F)F)cc1)Nc1ccc2[nH]c(=O)[nH]c2c1	-12	7	-7	-2
18	Nc1ccn([C@@H]2O[C@H](C(=O)N3CCN(C(=O)N4CCCCC4)CC3)[C@@H](O)[C@H]2O)c(=O)n1	-2	x	3	x
19	CC(C)CNC(=O)C1(C)CCCN1C(=O)C(C)(C)Oc1ccc(Cl)cc1 (stereo not given)	6	1	-2	1
20	CCC1CCc2sc(C(=O)NNC(=O)c3ccncc3)cc2C1 (stereo not given)	0	x	0	-1
21	C[C@H](CO)N1C[C@H](C)[C@H](CN(C)Cc2ccccc2)Oc2cc(Br)ccc2S1(=O)=O	-1	0	-4	-4
22	CCCSc1ccc([C@@H]2[C@H]3C(=O)N(CC)C(=O)[C@H]3[C@]3(C(=O)OC)CCCCN23)cc1OC	-167	-12	3	-1
23	Cc1noc(C)c1NC(=O)N(C)C[C@H]1Oc2c(NS(=O)(=O)c3c(C)noc3C)cccc2C(=O)N([C@H](C)CO)C[C@H]1C	-27	8	-5	1
24	O=C1NCN(CCO)CN1	-11	-10	-7	-5
25	CCc1cc(-c2[nH]ncc2-c2nc3ccccc3n2C)c(O)cc1O	-2	2	1	-9
26	Cc1noc(C)c1NC(=O)N[C@@H]1CC[C@@H](CC(=O)Nc2ccccc2)O[C@H]1CO	-13	-5	1	2
27	Cc1cc(C)nc(NCC(O)CNc2ccccc2Cl)n1 (stereo not given)	x	0	x	1
28	COc1cccc(/C=C2\SC(=S)N(CC(=O)N(C)C3CCS(=O)(=O)C3)C2=O)c1 (stereo not given)	-5	1	8	15
29	CC[C@@]1(c2cccc(C)c2)C(=O)N(C(=O)OC)N1C(=O)OC	-6	3	2	-3
30	Cc1ccccc1NC(=O)CSc1nc(=O)n(CCN2CCOCC2)c2c1CCCC2	-8	4	6	x

#	PglD inh	E-selectin induc	CASP6 VEID inh	ARNT TACC3 PPI
16	x	x	1	-11
17	-2	x	-1	-6
18	x	0.0	3	x
19	11	0.0	1	x
20	x	-0.1	59*	-2
21	2	-0.2	-2	0
22	4	0.3	-1	5
23	3	-0.2	-3	-3
24	-4	0.5	-2	-4
25	-4	0.0	2	-3
26	2	-0.1	-1	-8
27	4	x	x	0
28	-1	x	1	-1
29	3	1.1	-1	x
30	7	x	3	1

The listing continues:
#	SMILES	RAD52 anneal inh	RAD54 inh	ERp5 block	esBAF inh
31	CCOc1cc(/C=C2\C(=N)N3N=C(N4CCCCC4)SC3=NC2=O)ccc1OC(=O)c1ccco1	5	0	6	12
32	CC(=O)c1ccc(N=Nc2c(C)[nH][nH]c2=O)cc1	0	-4	4	x
33	O=C1Nc2ccc(F)cc2C12Nc1ccccc1-c1nnc(SCc3ccccc3F)nc1O2 (stereo not given)	-23	-2	2	17
34	O=C(O)c1ccc(CN(c2ccccn2)S(=O)(=O)c2ccccc2)cc1	x	3	x	-7
35	COc1ccccc1CN1C[C@@H]2C[C@@H](c3ccc(Cl)cc3)N3CCC[C@@]23C1=O	-58	8	-2	-6
36	C[C@@H]1CN([C@H](C)CO)C(=O)c2cc(NC(=O)Cc3cn(C)c4ccccc34)ccc2O[C@H]1CN(C)S(=O)(=O)c1cccs1	-19	-4	0	8
37	COc1ccc(CCNC(=O)c2cccn2C)cc1	-3	-9	-4	50*
38	OC[C@@H]1CN(Cc2ccc(F)cc2)C[C@H](n2cnc3c(NCc4ccco4)ncnc32)O1	-186	5	2	-7
39	CCCNC(=O)CNC(=O)c1ccc(C#N)cc1	-61	2	1	-1
40	COC(=O)C1C(=O)CC(C)(O)C(C(=O)OC)C1c1ccc2c(c1)OCO2 (stereo not given)	x	-6	x	-5
41	C=CCn1c(COc2cccc(C)c2)nnc1SCC(=O)c1c[nH]c2c(CC)cccc12	x	-1	x	-2
42	CCCCOCC1CN(CCCC)S(=O)(=O)c2c(Oc3ccc(C)cc3)cccc2O1 (stereo not given)	1	x	2	x
43	Cc1ccnc(NCc2ccc(Br)cc2)c1	-1	-10	6	33
44	CCCOc1ccc(C2c3c(oc4cc(C)c(C)cc4c3=O)C(=O)N2CCCN2CCOCC2)cc1 (stereo not given)	-17	6	2	-3
45	Cc1cc(C(F)(F)F)nc(SCC(=O)Nc2ccccc2)n1	-6	4	1	-6

#	PglD inh	E-selectin induc	CASP6 VEID inh	ARNT TACC3 PPI
31	-7	x	-4	8
32	-8	-0.7	1	0
33	-3	x	3	0
34	-1	x	x	-3
35	1	x	-2	-2
36	-10	x	0	-6
37	-3	-0.3	1	-7
38	-5	x	5	x
39	5	x	-1	0
40	1	x	x	-6
41	-1	x	x	-4
42	x	2.0	-4	x
43	0	-0.4	3	-6
44	2	-0.1	1	x
45	1	x	3	0

Gathered by group, the compounds so far containing a thiophene ring, fused or not (two)
#	SMILES	RAD52 anneal inh	RAD54 inh	ERp5 block	esBAF inh
20	CCC1CCc2sc(C(=O)NNC(=O)c3ccncc3)cc2C1 (stereo not given)	0	x	0	-1
36	C[C@@H]1CN([C@H](C)CO)C(=O)c2cc(NC(=O)Cc3cn(C)c4ccccc34)ccc2O[C@H]1CN(C)S(=O)(=O)c1cccs1	-19	-4	0	8

#	PglD inh	E-selectin induc	CASP6 VEID inh	ARNT TACC3 PPI
20	x	-0.1	59*	-2
36	-10	x	0	-6

Entries of single compounds from above.
Record of `OC[C@@H]1CN(Cc2ccc(F)cc2)C[C@H](n2cnc3c(NCc4ccco4)ncnc32)O1` : RAD52 anneal inh: -186; RAD54 inh: 5; ERp5 block: 2; esBAF inh: -7; PglD inh: -5; E-selectin induc: x; CASP6 VEID inh: 5; ARNT TACC3 PPI: x
Record of `CCCOc1ccc(C2c3c(oc4cc(C)c(C)cc4c3=O)C(=O)N2CCCN2CCOCC2)cc1` (stereo not given) : RAD52 anneal inh: -17; RAD54 inh: 6; ERp5 block: 2; esBAF inh: -3; PglD inh: 2; E-selectin induc: -0.1; CASP6 VEID inh: 1; ARNT TACC3 PPI: x

Later entries
#	SMILES	RAD52 anneal inh	RAD54 inh	ERp5 block	esBAF inh
46	CCOC(=O)c1nn(-c2ccccc2)c2nc(-c3ccc(OC)cc3)c(C#N)c(=O)n12	-8	16	8	x
47	Cc1ccc(SCC(=O)NCCN2C(=O)CSC2=O)c(C)c1	x	0	x	1
48	O=[N+]([O-])c1ccc(Cl)cc1C=NNc1ccccn1	-4	1	-16	7
49	CCOc1ccccc1NC(=O)N1CCC(NC(=O)C2CCCCC2)CC1	-10	-10	1	1
50	COc1cccc(CN(C)C[C@@H]2OCc3ccccc3-c3c(n(C)c4ccccc34)C(=O)N([C@@H](C)CO)C[C@H]2C)c1	0&13	4	6&0	5
51	CCCNC(=O)C[C@H]1CC[C@@H]2[C@H](COc3ccc(NC(=O)c4cccs4)cc3C(=O)N2C)O1	0	0	x	1
52	C[C@H]1CN([C@@H](C)CO)C(=O)CCCn2nncc2CO[C@@H]1CN(C)S(=O)(=O)c1ccc2ccccc2c1	-14&8	-2&-5	-1&1	2&1
53	CO[C@H]1CN(C)C(=O)c2cc(NC(=O)c3cnccn3)ccc2OC[C@@H](C)N(C)C[C@@H]1C	-3	3	-26	0
54	C[C@H]1CN([C@@H](C)CO)C(=O)c2cc(NC(=O)Nc3ccc4c(c3)OCO4)ccc2O[C@@H]1CN(C)S(=O)(=O)c1cccs1	-3	1	-2	-1
55	Cc1nc(SCC(O)CO)c([N+](=O)[O-])[nH]1 (stereo not given)	x	-4	x	-5
56	C[C@@H]1CN([C@H](C)CO)C(=O)Cc2cc(NC(=O)CCCCCC(=O)Nc3ccccc3N)ccc2O[C@@H]1CN(C)Cc1ccccc1	-2	7	-5	-9

#	PglD inh	E-selectin induc	CASP6 VEID inh	ARNT TACC3 PPI
46	-7	x	0	-7
47	1	x	x	-26
48	-3	-0.5	0	-3
49	-8	35*	1	-2
50	-3	0.0	-1&0	x
51	0	0.2	x	x
52	-9&0	1.1&-0.1	-3&0	-6
53	-4	-0.3	-12	9
54	0	-0.1	-1	x
55	3	x	x	-2
56	3	0.6	0	1

Three of the compounds above, in transposed form:
[23] Cc1noc(C)c1NC(=O)N(C)C[C@H]1Oc2c(NS(=O)(=O)c3c(C)noc3C)cccc2C(=O)N([C@H](C)CO)C[C@H]1C
[10] CCOc1ccc(C(=O)Nc2cc(-c3nc4ccccc4[nH]3)ccc2C)cc1[N+](=O)[O-]
[17] O=C(COC(=O)/C=C/c1ccc(C(F)(F)F)cc1)Nc1ccc2[nH]c(=O)[nH]c2c1
compound no. | 23 | 10 | 17
RAD52 anneal inh | -27 | x | -12
RAD54 inh | 8 | 0 | 7
ERp5 block | -5 | x | -7
esBAF inh | 1 | 8 | -2
PglD inh | 3 | 2 | -2
E-selectin induc | -0.2 | x | x
CASP6 VEID inh | -3 | x | -1
ARNT TACC3 PPI | -3 | -4 | -6
